Screens from PubChem.
Rv3671c inh = Rv3671c (M. tuberculosis) protease inhibition. inhibition, % at 5.96 µM. 320,000 compounds, 0.048% hits; in the data active means inhibition above about 38%;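 further: extracellular domain of Rv3671c used as enzyme; 0% = enzyme with DMSO and 100% = no enzyme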
Target sequence (P9WHR9 whole entry, looked up, the tested form may be a part): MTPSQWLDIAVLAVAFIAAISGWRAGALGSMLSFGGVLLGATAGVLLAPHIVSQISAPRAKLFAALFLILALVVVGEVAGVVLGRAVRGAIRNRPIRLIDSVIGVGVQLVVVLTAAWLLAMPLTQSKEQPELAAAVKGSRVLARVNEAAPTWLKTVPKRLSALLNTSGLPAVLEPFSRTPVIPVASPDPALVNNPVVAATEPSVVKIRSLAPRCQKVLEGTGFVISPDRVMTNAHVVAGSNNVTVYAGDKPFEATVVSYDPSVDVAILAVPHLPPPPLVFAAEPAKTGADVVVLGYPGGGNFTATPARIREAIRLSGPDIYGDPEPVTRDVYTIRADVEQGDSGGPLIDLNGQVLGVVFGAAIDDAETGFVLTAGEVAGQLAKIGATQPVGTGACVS
BH1578 lux ind = induces V. cholerae light production without autoinducers; V. cholerae BH1578 lux reporter, luminescence, 6 h; activation, % at 18.7 µM; 350,000 compounds, 0.16% hits; in the data active means activation mostly above about 9.7%, no sharp cut-off; further: not every result past the cut was called active; inactives centre near 0; reference of the scale not given here
PfHsp40 yeast = restores yeast growth despite PfHsp40 toxicity. S. cerevisiae expressing PfHsp40, growth rescue, ATP luminescence. growth rescue, % at 12.5 µM. 340,000 compounds, 0.68% hits; in the data active means growth rescue above about 28%, passing the limit was not always enough;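 further: yeast W303a lacking pdr1 and pdr3 grown in galactose medium; growth measured after three days at 30 °C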
PriA SSB inh = blocks PriA binding to SSB C-terminal tail | inhibition, % at 33 µM | AlphaScreen SSBct-PriA binding, biotinylated peptide | 430,000 compounds, 0.6% hits; in the data active means inhibition mostly above about 37%, no sharp cut-off; inactive means mostly below about 20%;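 further: plate controls were negative control peptide for no effect and reference peptide for full effect; strong numbers were not always called active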
Yp Topo-I inh = blocks Yersinia pestis topoisomerase I activity; AID 504884; Y. pestis Topo-I cleavage product accumulation, plate reader; 360,000 compounds, 0.064% hits; activity, % at 10 µM; in the data active means activity above about 50%, passing the limit was not always enough; further: inactives centre near 2
MazF activator = activators of E. coli MazEF toxin-antitoxin RNase; P0AE70; FAM/BHQ RNA-DNA oligo cleavage fluorescence, 5 h; activation, % at 20 µM; 350,000 compounds, 0.32% hits; AID 504720; in the data active means activation above about 50%
Target sequence (P0AE70 whole entry, looked up): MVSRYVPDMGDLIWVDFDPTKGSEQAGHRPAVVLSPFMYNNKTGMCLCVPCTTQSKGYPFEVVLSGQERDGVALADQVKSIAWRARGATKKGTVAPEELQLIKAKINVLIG
SARS 3CLpro inh = SARS-CoV 3CLpro protease inhibition. P0C6X7. 290,000 compounds, 0.14% hits. AID 1706. recombinant SARS-CoV 3CLpro, quenched FRET peptide cleavage. inhibition, % at 6 µM; in the data active means inhibition above about 12%
Anthrax LF inh2 = inhibitors of Bacillus anthracis lethal factor protease; multiplex microsphere protease cleavage assay, LF; inhibition, % at 10 µM; 360,000 compounds, 0.12% hits; in the data active means inhibition above about 30%; further: plate controls were buffer without enzyme for full effect and enzyme alone for no effect
TcdB GH inh = TcdB glycohydrolase inhibition; P18177; TcdB glycohydrolase enzymatic assay, plate reader; inhibition, % at 9.99 µM; 350,000 compounds, 0.24% hits; AID 652162; in the data active means inhibition above about 10%
VHR inh abs = inhibitors of human VHR1 phosphatase (DUSP3). P51452. recombinant VHR phosphatase, pNPP absorbance. inhibition, % at 13.3 µM. 290,000 compounds, 0.52% hits. AID 1654; in the data active means inhibition above about 50%; further: some compounds called inactive have numbers as strong as hits
Target sequence (P51452 whole entry, looked up): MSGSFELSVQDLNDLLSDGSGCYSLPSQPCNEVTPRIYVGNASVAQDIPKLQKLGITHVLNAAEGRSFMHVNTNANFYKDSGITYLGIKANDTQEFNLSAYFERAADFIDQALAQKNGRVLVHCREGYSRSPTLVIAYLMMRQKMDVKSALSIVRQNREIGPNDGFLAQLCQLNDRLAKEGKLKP
* = called active by the depositor; i = inactive; · = no result given; & = joins results of further samples. The list is partial; rates above refer to the full screens.

SMILES	Rv3671c inh	BH1578 lux ind	PfHsp40 yeast	PriA SSB inh	Yp Topo-I inh	MazF activator	SARS 3CLpro inh	Anthrax LF inh2	TcdB GH inh	VHR inh abs
Cc1cc(NC(=O)c2ccc(Cl)cc2Cl)n(-c2ccccc2)n1	2	-0.2	1.6	1	7	5	·	1	0.0	·
Cc1cc(C(=O)N/N=C/c2cccnc2)cs1	-11	i	0.6	·	1	2	-2	-2	0.2	0
COc1ccc(CN(C(=O)/C=C/c2ccccc2Cl)C2CCS(=O)(=O)C2)cc1 (stereo not drawn)	-1	-0.5	0.2	-5	-3	5	6	5	-1.3	23
CN(C)CCCN(C(=O)c1ccc(S(=O)(=O)N2CCc3ccccc3C2)cc1)c1nc2ccc(F)cc2s1	3	-0.2	-0.6	13	16	-9	1	-6	1.4	14
CC(N)c1csc(Nc2ccc(C(=O)c3ccccc3)cc2)n1 (stereo not drawn)	·	i	·	·	0	·	·	-7	1.1	·
CCc1nc2c(OCc3cc(Cl)cc(Cl)c3)cccn2c1N(C=O)Cc1ccc(OC)cc1	·	-0.4	·	·	11	·	·	0	0.4	·
O=C(C1CCCN(Cc2cccc(F)c2)C1)N1CCCCC1 (stereo not drawn)	6	6.2	1.3	-5	9	7	3	-1	·	12
Cc1ccccc1-c1nc(CS(=O)(=O)CC(=O)NCCCN2CCCC2=O)c(C)o1	1	-0.2	0.7	-1	2	18	1	-8	-0.5	-14
CNC(=S)NNC(=O)c1sccc1OCc1ccc(Cl)cc1Cl	1	-0.7	-0.8	-7	0	6	3	-8	·	18
Cc1ccc(NC(=O)CNC(=O)Cc2cccc3ccccc23)c(O)c1	-1	-0.3	-1.9	-6	2	2	·	·	-1.7	·
Cc1cccc(OC(=O)c2sc3ncn(C)c(=O)c3c2C)c1	-4	i	-0.4	-3	-1	4	3	0	1.1	3
COc1ccc(N/N=C(/C(C)=O)N2CCCc3ccccc32)cc1	0	-0.2	0.0	·	5	1	1	-14	-14	-1
COc1ccc(C(=O)NC(=O)COC(=O)CCS(=O)(=O)c2ccc(C)cc2)cc1	·	-1.1	-1.5	12	2	-4	·	5	0.6	·
COc1cccc(-c2ccc(=O)n(CC(=O)Nc3ccc(S(=O)(=O)NCC(C)C)cc3)n2)c1	-4	·	·	·	·	·	2	·	-0.1	4
CC[C@@H](C)[C@@H]1CN([C@@H](CN2CCC[C@H]2CN2C(N)=NC[C@H]2C(C)C)C(C)C)C(=N)N1CCCC1CCCC1	6	1.4	1.8	-6	1	29	·	-7	-0.3	·
COC(=O)c1ccc(COC(=O)C(NC(=O)Cc2ccccc2)C(C)C)cc1 (stereo not drawn)	·	-0.2	1.8	-2	23	-2	·	·	1.7	·
COc1cc(/C=C2\C=CC(=O)O2)cc(OC)c1	-7	i	-0.5	-17	-2	-27	0	6	1.4	-6
COc1ccc(-n2c(-c3ccc(OC)c(OC)c3)n[nH]c2=S)cc1	-3	-0.4	-1.2	-3	5	4	-2	0	2.4	9
COC(=O)CSc1nc(N)nc(C)c1Br	0	i	-0.9	-8	10	3	-10	-6	1.2	-2
Cc1cc2n(n1)C(c1cn(-c3ccccc3)nc1C)Nc1ccccc1-2 (stereo not drawn)	-2	i	-0.5	12	-1	-10	3	-1	·	2
O=C(Nc1ccccc1-c1nnn(CC(=O)N2CCc3ccccc3C2)n1)C1CCC1	-3	i	1.4	-5	0	8	6	-2	·	0
NC(=O)CNC(=O)[C@@H]1CC2(CC(c3ccc(Cl)cc3)=NO2)CN1C(=O)c1ccc(Br)cc1 (stereo partly drawn)	-2	-0.4	0.2	1	12	6	4	-3	0.3	2
O=C(NC1CCCCCCC1)c1cccc(Cl)c1	-1	-0.5	-1.4	-13	4	-6	4	-4	1.1	2
O=C(CNCCC1=CCCCC1)Nc1ccccc1N1CCCCCC1	0	-0.5	1.0	-3	16	-6	1	-5	-1.4	15
O=C(Nc1ccccc1C(=O)N1CCCC1)c1ncoc1-c1cccc(Cl)c1	-3	-2.8	-0.4	-5	21	5	3	-2	2.3	4
Further compounds follow.
SMILES	Rv3671c inh	BH1578 lux ind	PfHsp40 yeast	PriA SSB inh	Yp Topo-I inh	MazF activator	SARS 3CLpro inh	Anthrax LF inh2	TcdB GH inh	VHR inh abs
CCCCOc1cccc(C2(C(=O)O)CCCC2)c1	-5	-0.6	0.2	-7	-8	11	10	0	·	-1
Cc1ccc(-n2cc(CNCCCn3cccn3)c(-c3cccc(C)c3)n2)cc1	3	i	-0.2	-1	8	-8	1	-12	1.2	8
Cc1ccc(CNC(=O)Cn2c(=O)c3sccc3n(Cc3ccc([N+](=O)[O-])cc3)c2=O)cc1	-52	-0.2	0.0	-3	4	0	-1	-2	·	4
O=C1NC(Cc2ccc(O)cc2)c2nc3ccc(F)cc3c(=O)n2-c2cc(Cl)ccc21 (stereo not drawn)	·	-0.4	-1.0	3	2	6	·	4	1.6	·
O=[N+]([O-])c1cc(C(F)(F)F)ccc1Sc1ccccn1	-4	-0.2	0.8	25	-2	-3	6	-1	·	-6
C/C(=N/NC(=O)CCc1ccccc1)c1ccc2c(c1)OCO2	·	i	-2.1	·	16	-6	0	-1	-1.7	14
CCCN1CCC(=O)N([C@H](COc2ccccc2)CC(C)C)CC1	-4	i	0.1	11	7	3	-9	3	0.3	13
Cn1c(C(=O)NCCN2CCc3ccccc3C2)cc2c(=O)n(C)c3ccccc3c21	0	-0.4	1.5	7	19	4	-28	-2	0.9	-4
COc1ccccc1NC(=O)CSc1nc(=O)n(CCN(C)C)c2c1CCCC2	3	0.9	-0.8	-3	1	5	·	-3	1.2	·
CCCCn1c(N)c(N(CCOC)C(=O)c2cccc(N3C(=O)c4ccccc4C3=O)c2)c(=O)[nH]c1=O	4	11	-0.6	0	1	4	·	-5	-0.1	·
CC(C)C(O)(C#CCN1CCCCC1)C(C)C	4	i	-2.0	-11	-5	4	0	-2	·	22
Cc1ccccc1C(=O)Nc1ccc(C(=O)NNC(=O)CCCOc2ccc(Cl)cc2Cl)cc1	-6	-1.0	-1.4	-1	22	-80	2	-4	·	27
O=Nc1c(O)n(Cc2cccc(Cl)c2)c2ccccc12	-99	30*	0.2	8	23	2	-3	2	·	34
COCCCNC(=O)c1cc(-c2cccnc2)nc2ccc(S(=O)(=O)N3CCCCCC3)cc12	-9	-0.2	1.1	-16	2	7	-1	2	0.3	-3
CCC(=O)N1CCc2cc(S(=O)(=O)CCC(=O)Nc3ccc(CC)cc3)ccc21	-4	-0.2	0.6	-12	3	-4	4	-3	·	10
CN1C(=O)[C@H]2[C@@H](c3ccc(F)cc3)N3C(=O)c4ccccc4NC(=O)[C@@]3(C)[C@H]2C1=O	-5	i	-0.4	-15	-11	-2	-2	-7	·	28
CCn1nnnc1SCC(=O)Nc1ccc(F)cc1	2	-0.3	-1.2	-11	5	1	2	0	-7.5	20
O=S1(=O)CCC(NS(=O)(=O)/C=C/c2ccccc2)C1 (stereo not drawn)	5	i	-0.8	0	-8	4	-5	0	·	5
CN(C)/C=N/C(=S)Nc1ccc(Cl)c(Cl)c1	2	-0.3	4.4	·	-3	-18	2	-4	0.5	22
Cc1ccc(-n2c(SCC(=O)Nc3cccc(C)c3)nc3c(oc4ccccc43)c2=O)cc1	-48	·	·	·	·	·	-2	·	1.0	8
Cc1nc(N2CCOCC2)nc(N2CCN(c3ccccc3)CC2)c1[N+](=O)[O-]	0	-1.7	-1.2	-28	-6	5	-1	-2	·	36
Cc1oc(C(=O)O)cc1COc1cccc2cccnc12	5	0.6	0.7	12	-1	-3	-1	-3	·	24
O=C(COc1cccc2c1CCN(Cc1ccc(Br)cc1)C2=O)NCc1ccco1	-9	-0.7	2.2	6&-19&0	44	-1	5	-1	-2.5	-10
Cc1ccc2oc(=O)c3cnn(CC(=O)NCCN(C)C)c3c2c1	-3	1.1	-1.8	-9	3	7	1	-4	1.2	18
COc1cc(NC(=S)Nc2ccc(OC(F)F)cc2)cc(OC)c1	13	i	0.9	-6	-4	4	4	-6	0.7	0
The list goes on:
SMILES	Rv3671c inh	BH1578 lux ind	PfHsp40 yeast	PriA SSB inh	Yp Topo-I inh	MazF activator	SARS 3CLpro inh	Anthrax LF inh2	TcdB GH inh	VHR inh abs
Cc1ccc(S(=O)(=O)N2CCOCC2)cc1C(=O)NC(=S)N(Cc1ccccc1)C(C)C	-1	-0.1	-0.6	-11	-2	-2	0	-1	·	-7
Cc1c(Cl)cccc1N1CC(C)(C)C1=O	-10	0.3	0.4	-9	2	8	6	-1	1.6	20
Cc1nn(Cc2ccccc2Cl)c(C)c1C(=O)OCC(=O)N1CC(C)OC(C)C1 (stereo not drawn)	1	0.8	-0.5	0	5	-4	2	0	·	36
O=C(N/N=C/c1cccc([N+](=O)[O-])c1)c1ccccc1-n1cccc1	3	0.2	0.4	·	1	4	-2	-3	6.7	8
CC(C(=O)N(C)C)N1c2cccc3cccc(c23)S1(=O)=O (stereo not drawn)	-3	4.7	-1.2	1	3	4	2	-6	2.0	6
Cc1ccc(S(=O)(=O)c2ccc(NC(=O)c3c(F)cccc3F)cc2)cc1	-21	0.1	4.2	-3	4	9	2	-5	0.1	·
CC1=C(C(=O)Nc2cccc(C(=O)N3CCC(C(N)=O)CC3)c2)SCCO1	-2	-7.1	-0.5	3	1	8	-9	2	1.7	65
Nc1nnn(CC(=O)N/N=C/c2cn[nH]c2-c2ccccc2)n1	7	-1.3	0.3	·	-5	-19	2	·	-8.9	8
Cn1nc(CC(=O)NCCN2C(=O)CSC2=O)c2ccccc2c1=O	4	i	-1.6	-6	-2	4	5	-31	·	11
CCN(CC)S(=O)(=O)c1ccc2oc(C(=O)NC(C)C)c(C)c2c1	3	0.5	-0.3	-23	9	5	-2	-5	·	7
COc1ccc(S(=O)(=O)N2CCCCCC2)cc1NC(=O)Cc1cc(OC)c(OC)c(OC)c1	-13	-2.0	-0.5	-4	30	-1	1	0	·	-10
CCN1C(=O)[C@H]2[C@@H](c3ccc(-c4ccccc4)cc3)N[C@@](Cc3ccccc3)(C(=O)OC)[C@H]2C1=O	-4	-0.6	-0.2	-18	-5	-2	·	-15	2.0	·
COC(=O)C[C@@H]1C[C@H]2c3cc(NS(=O)(=O)c4ccccc4)ccc3O[C@H]2[C@@H](CO)O1	·	-0.4	·	·	5	4	·	0	0.8&-11	·
CC(=O)NC(c1ccc(F)c(F)c1)c1nc(-c2cccs2)cs1 (stereo not drawn)	·	0.8	·	·	9	·	·	-6	-0.6	·
COC(=O)[C@H](CCSC)NC(=O)NC1CC1	-1	-0.5	-1.2	-7	0	6	-3	-1	0.7	10
CSc1ncccc1-c1nc2ccccc2[nH]1	-7	-0.2	-0.3	-4&-1	-1	3	4	0	·	35
Cc1cccc2cc(CN(Cc3cccs3)C(=S)NCC3CCCO3)c(=O)[nH]c12 (stereo not drawn)	2	-0.2	0.0	6	0	1	2	-1	·	-9
Cc1cccc(CNC(=O)Nc2nnc([C@H]3C[C@H](O)[C@@H](CO)O3)s2)c1	·	-3.3	·	·	-1	·	·	-2	1.1	·
O=[N+]([O-])c1cc([N+](=O)[O-])c(Oc2cc(F)cc(F)c2)cc1NN1CCCCC1	1	-0.8	0.5	-2	0	4	·	-5	1.2	·
O=C(Oc1cccnc1)c1cc(S(=O)(=O)N2CCCCC2)ccc1Cl	0	16	12	-2	-5	6	-5	0	·	-15
CCN(CC)S(=O)(=O)N1CCC(C(=O)NCCC2=CCCCC2)CC1	0	-0.2	0.5	-13	-11	-6	2	-3	0.5	25
COc1ccc(CN2CCN(C(=O)c3cccnc3)CC2)cc1Br	-1	8.8	0.2	-1	9	8	0	-6	·	15

A second format for 2 compounds above.
O=C(Nc1ccccc1-c1nnn(CC(=O)N2CCc3ccccc3C2)n1)C1CCC1
  Rv3671c inh = -3	BH1578 lux ind = i	PfHsp40 yeast = 1.4	PriA SSB inh = -5	Yp Topo-I inh = 0	MazF activator = 8	SARS 3CLpro inh = 6	Anthrax LF inh2 = -2	TcdB GH inh = ·	VHR inh abs = 0

Nc1nnn(CC(=O)N/N=C/c2cn[nH]c2-c2ccccc2)n1
  Rv3671c inh = 7	BH1578 lux ind = -1.3	PfHsp40 yeast = 0.3	PriA SSB inh = ·	Yp Topo-I inh = -5	MazF activator = -19	SARS 3CLpro inh = 2	Anthrax LF inh2 = ·	TcdB GH inh = -8.9	VHR inh abs = 8
